Screening data deposited in PubChem by National Center for Advancing Translational Sciences (NCATS).
FEN1 inhibitor: qHTS Assay for the Inhibitors of Human Flap endonuclease 1 (FEN1); P39748; Recombinant FEN1 flap cleavage, fluorescence, 15 min; Potency, µM (series often up to 114 µM), inactives show top-dose activity change, negative = inhibition, actives largely listed as inhibitors; hit rate 0.35% among 390,000; AID 588795, 2011; further: nearly all actives have a fitted effect of over 65% in size
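FEN1 at 10 nM preincubated with compounds 15 min at room temperature, then flap DNA substrate added at 50 nM final. Signal read at 0 and 15 min; concentration-response fitted with four-parameter Hill equation.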
N370S GC mod: qHTS Assay for Inhibitors and Activators of N370S glucocerebrosidase as a Potential Chaperone Treatment of Gaucher Disease; N370S GC spleen homogenate, 4MU-glucoside fluorescence; Potency, µM (titrated, usually from 59.4 µM), inactives show at the top dose activity change, negative = inhibition, most hits filed as inhibitors; hit rate 0.092% among 330,000;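 further: 0% = full enzyme activity and -100% = no enzyme basal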
GCN5L2 inh: qHTS Assay for Inhibitors of GCN5L2; Histone acetyltransferase KAT2A (Homo sapiens), Q92830; GCN5L2 HAT assay, ThioGlo1 CoA-SH fluorescence; Potency, µM (doses to about 58.9 µM), without a hit: top-dose activity change, negative = inhibition, usual class: inhibitors; hit rate 0.21% among 390,000; AID 504327, 2011
Target sequence (Q92830 whole entry, looked up): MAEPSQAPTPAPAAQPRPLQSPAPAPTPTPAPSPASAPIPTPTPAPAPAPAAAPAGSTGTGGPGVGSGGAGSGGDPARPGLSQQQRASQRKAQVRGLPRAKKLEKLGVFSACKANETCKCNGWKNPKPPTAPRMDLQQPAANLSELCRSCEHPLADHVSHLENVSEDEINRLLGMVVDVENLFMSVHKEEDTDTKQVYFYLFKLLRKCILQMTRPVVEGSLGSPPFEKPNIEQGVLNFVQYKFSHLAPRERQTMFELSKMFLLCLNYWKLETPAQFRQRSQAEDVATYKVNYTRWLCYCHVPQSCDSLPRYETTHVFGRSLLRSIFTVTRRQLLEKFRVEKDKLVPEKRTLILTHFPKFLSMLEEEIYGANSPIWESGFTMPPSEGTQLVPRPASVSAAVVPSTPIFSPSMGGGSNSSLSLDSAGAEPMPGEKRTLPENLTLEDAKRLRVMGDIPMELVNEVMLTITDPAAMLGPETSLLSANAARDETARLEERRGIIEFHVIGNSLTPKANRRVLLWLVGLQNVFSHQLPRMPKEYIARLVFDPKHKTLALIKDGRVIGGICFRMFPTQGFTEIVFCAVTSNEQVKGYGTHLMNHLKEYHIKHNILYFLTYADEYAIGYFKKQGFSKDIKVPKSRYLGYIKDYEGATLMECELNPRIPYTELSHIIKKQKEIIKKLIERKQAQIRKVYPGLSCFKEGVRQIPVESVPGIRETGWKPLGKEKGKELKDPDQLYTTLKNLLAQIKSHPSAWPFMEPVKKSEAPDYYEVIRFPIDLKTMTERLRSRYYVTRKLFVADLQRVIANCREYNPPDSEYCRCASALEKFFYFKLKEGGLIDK
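GCN5L2 (20nM final) in 50mM HEPES, 0.1mM EDTA pH 7.5, 0.01% Tween-20 was preincubated 15 min at room temperature with compound, then given ThioGlo1 (50uM), H3(1-25) peptide (75uM) and acetyl-CoA (70uM); CoA-thiol fluorescence (Ex340/Em540) was read at 0 and 20 min.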
* marks the source's active call; other numbers are inactive results; u = inconclusive; x = no result given; & = joins results of further samples; [ ] = another dose, or the depositor's remark. The call rests on the fitted dose curve; in most records, active means well fitted curve in the direction sought with a large enough effect; inconclusive means small, poorly fitted or top-dose-only effect, or another doubt; inactive means no such curve, though single readings can be large; an effect the other way counts as inactive or inconclusive. Unless noted, on the % scale 0 is the no-effect control and ±100 the full control effect; potency means the concentration at half of the fitted maximal effect. The list is partial; count on the stated rates, not on these rows.

FEN1 inhibitor | N370S GC mod | GCN5L2 inh | molecule
-1.8% | -12.4% | -8.6% | CSc1ccccc1C(=O)Nc1cccc([N+](=O)[O-])c1C
0.3% | 1.3% | 2.5% | O=C(/C=C/NNC(=O)c1cccc(Br)c1)c1cccc(Br)c1
-1.3% | -4.7% | -7.5% | COc1cccc(OC)c1C(=O)NC(=S)NCc1ccccc1
3.1% | -3.4% | 0.9% | C/C(=N\O)C(C)(C)Nc1cccc(F)c1
-0.5% | x | -0.4% | COc1cc(-c2cc3n(C)c(C)c(CCC(=O)NCc4ccccc4)c(=O)n3n2)cc(OC)c1OC
-3.6% | 7.2% | -3.7% | O=C(CS(=O)(=O)c1ccccc1)N1CCc2ccccc21
1.8% | -2.9%[2.35 µM] | -0.4% | NS(=O)(=O)c1ccc(CCNC2CC(=O)N(CCc3ccccc3)C2=O)cc1 (stereo unspecified)
-3.0% | -18.4% | 1.4% | COc1ccc(NC(=S)N2CCNC(=O)C2CC(=O)Nc2cccc(Cl)c2C)cc1 (stereo unspecified)

Further results.
FEN1 inhibitor | N370S GC mod | GCN5L2 inh | molecule
-4.7% | -14.6% | -6.6% | CCN(CC)c1ccc(C(=O)NNC(=O)CN2C(=O)NC3(CCCCC3)C2=O)cc1
u | -7.7% | u | CC(C)CC1=C/C(=C/c2ccc(-c3ccccc3)o2)C(=O)O1
-18.0% | 10.6% | -14.1% | CC(C)(C)NC(=O)C(c1c[nH]c2ccccc12)N(C(=O)Cn1nnc(-c2ccc(Cl)cc2)n1)c1ccccc1F (stereo unspecified)
-8.7% | -2.6% | -4.1% | O=[N+]([O-])c1ccc(OS(=O)(=O)Cc2ccccc2)cc1
x | -5.8% | -3.0% | CCOc1ccccc1NC(=O)NC(C)c1ccc2c(c1)OCO2 (stereo unspecified)
u | 11.0% | -6.5% | CCOC(=O)C(C)Sc1ccc2nnc(-c3ccc(F)cc3)n2n1 (stereo unspecified)
8.4% | -5.3% | -3.0% | Cc1ccccc1CN1CCN(S(=O)(=O)c2cccs2)CC1
-0.6% | x | 0.1% | Cc1cccc([N+](=O)[O-])c1NC(=O)COC(=O)C1CCCO1 (stereo unspecified)

Sorted by molecular weight (lowest first): 6 of the compounds above.
FEN1 inhibitor | N370S GC mod | GCN5L2 inh | molecule
-8.7% | -2.6% | -4.1% | O=[N+]([O-])c1ccc(OS(=O)(=O)Cc2ccccc2)cc1
u | -7.7% | u | CC(C)CC1=C/C(=C/c2ccc(-c3ccccc3)o2)C(=O)O1
-0.6% | x | 0.1% | Cc1cccc([N+](=O)[O-])c1NC(=O)COC(=O)C1CCCO1 (stereo unspecified)
x | -5.8% | -3.0% | CCOc1ccccc1NC(=O)NC(C)c1ccc2c(c1)OCO2 (stereo unspecified)
u | 11.0% | -6.5% | CCOC(=O)C(C)Sc1ccc2nnc(-c3ccc(F)cc3)n2n1 (stereo unspecified)
-3.0% | -18.4% | 1.4% | COc1ccc(NC(=S)N2CCNC(=O)C2CC(=O)Nc2cccc(Cl)c2C)cc1 (stereo unspecified)

(further entries)
FEN1 inhibitor | N370S GC mod | GCN5L2 inh | molecule
-5.2% | 10.4% | -0.2% | CCC1CCCCN1CCNS(=O)(=O)c1ccc2c(c1)oc(=O)n2C (stereo unspecified)
8.1% | -22.3% | -7.7% | COc1ccc(NS(=O)(=O)c2cccc(C(=O)OCC(=O)N3CCN(c4ccc(OC)cc4)CC3)c2)cc1
24.7% | 3.5% | -2.2% | COc1ccc(C(CNC(=O)Nc2ccccc2)N2CCN(C)CC2)cc1 (stereo unspecified)
11.2% | 0.0% | -4.6% | COc1cc(C(=O)N2CCN(C(=O)Cc3ccccc3)CC2)cc(OC)c1OC
22.2% | -0.3% | -8.8% | O=C(Nc1ccc(Br)cn1)c1ccc([N+](=O)[O-])o1
1.2% | -2.9% | -1.5% | CC(=O)N1CCN(C(=O)C2(NC(=O)Nc3ccccc3Cl)CCCCC2)CC1
2.3% | 5.7% | 0.7% | CN(CC(=O)Nc1ccccc1Br)C(=O)c1n[nH]c2ccccc12
u | 15.0% | 1.3% | CCCNc1nc(-c2ccccc2)c(C(=O)OCC)cc1C#N

The list goes on:
FEN1 inhibitor | N370S GC mod | GCN5L2 inh | molecule
7.3% | 5.0% | -4.6% | Cc1cc2c(NC(=O)CCCC(=O)O)cccc2nn1
1.8% | -0.5% | -11.1% | Cc1ccc(N=Cc2ccc(N(C)C)cc2)cc1
-7.5% | -1.3% | -1.6% | Cc1cccc(NC(=S)N2CCN(c3cc(C)ccc3C)CC2)c1
-0.6% | 5.3% | -5.1% | COc1cc(/C=C/C(=O)NC(C)(C)C)ccc1OCc1ccccc1
-17.5% | -22.3% | -14.6% | N=c1c2c(n(Cc3ccc(Cl)c(Cl)c3)c3c1CCC3)CCCC2
8.2% | -5.4% | -4.2% | CCOc1ccccc1C1c2[nH]c3ccccc3c2C[C@H]2C(=O)N(C3CC3)CC(=O)N12 (stereo partly specified)
-6.4% | 3.3% | -4.5% | CCC(=O)Nc1cccc(NC(=O)CSc2nnc(-c3ccc(NS(C)(=O)=O)cc3)n2CC)c1
-11.5% | 9.6% | -8.0% | Fc1cccc(CSc2ccc3nnc(-c4ccccn4)n3n2)c1

(list continues)
FEN1 inhibitor | N370S GC mod | GCN5L2 inh | molecule
-3.3% | 2.6% | 0.1% | COc1cc(OC)cc(C(=O)NCCc2cnc[nH]2)c1
-4.6% | x | -19.3% | CC(Sc1nc2c([nH]c3ccccc32)c(=O)n1-c1ccccc1)c1ccccc1 (stereo unspecified)
-0.8% | 10.3% | -10.4% | CCCCC(CC)CNC(=O)c1[nH]c(C)c(C(C)=O)c1C (stereo unspecified)
2.9% | -4.5% | -2.7% | Cc1ccc(-c2noc(C3CCCN(C(=O)c4cccc([N+](=O)[O-])c4)C3)n2)o1 (stereo unspecified)
-6.5% | x | -1.8% | Nc1cc(S(=O)(=O)N2CCOCC2)ccc1N1CCOCC1
3.6% | -2.2% | -10.5% | O=S1(=O)CCN2C(=N1)Sc1c2ccc2c1CCCC2
-16.1% | -6.4% | -9.7% | N#Cc1ccc(N2CCCNCC2)nc1
-6.5% | 3.2% | -8.0% | Cc1onc(-c2c(Cl)cccc2Cl)c1C(=O)Nc1nc(C(C)(C)C)cs1

Following part.
FEN1 inhibitor | N370S GC mod | GCN5L2 inh | molecule
-3.6% | x | 0.3% | COc1ccc(-n2c(=O)c3ccc(C(=O)NCc4ccc(C)cc4)cc3n(Cc3cccc(Cl)c3)c2=O)cc1
-3.8% | u | -6.8% | Cc1ccn2c(c1)nc(=O)c1cc(S(=O)(=O)N3CCOCC3)ccc12
1.7% | 0.5% | -1.8% | CSc1nc2ccc(S(=O)(=O)Nc3c(C)n(C)n(-c4ccccc4)c3=O)cc2s1
4.9%&0.6% | -12.6% | -5.2%&1.1% | COc1ccc(OC)c(NC(=O)CCNS(=O)(=O)c2ccc3c(c2)oc(=O)n3C)c1
u | -21.2% | u | CCOC(=O)C1=C(C)N(c2ccc(C)cc2)C(=O)/C1=C\c1ccc(O)c(OC)c1
1.1% | -3.4% | -0.3% | O=C(COc1ccccc1)N=C1SC2CS(=O)(=O)CC2N1c1ccc(F)cc1F (stereo unspecified)
-10.6% | -6.6% | -16.5% | Cc1cc(C)c(-c2cc(NC(=O)COC(=O)c3ccc(NC(=O)CC#N)cc3)n(-c3ccccc3)n2)cc1C
-11.1% | 4.7% | 0.1% | CCOc1ccc(NC(=S)Nc2ccc(OC(F)(F)F)cc2)cc1

Other structures follow:
FEN1 inhibitor | N370S GC mod | GCN5L2 inh | molecule
5.9% | 7.3% | -7.6% | CCC(=O)N1CCc2cc(Br)cc(S(=O)(=O)N(C)c3ccc(OC)cc3)c21
-15.1% | -3.7% | -8.2% | CC1(C)OC(=O)C(=CNCC(O)c2ccccc2)C(=O)O1 (stereo unspecified)
-16.8% | 1.6% | -9.4% | CC(=O)Oc1c(Br)cc(N(C(C)=O)S(=O)(=O)c2ccccc2)c2ccccc12
-8.2% | 7.7% | -9.2% | O=C(Nc1c(C(=O)Nc2cccc(F)c2)oc2ccccc12)c1ccc2c(c1)OCO2
0.3% | -4.7% | -24.3% | O=C(CN1CCN(S(=O)(=O)N2CCCCC2)CC1)Nc1ccc(Br)cc1
-4.3% | 1.7% | 1.1% | O=C(CCc1ccccc1O)NC1CCCc2ccccc21 (stereo unspecified)
-0.8% | -7.3% | 2.1% | CCc1ccc(N(C(=O)c2ccco2)C(C(=O)NC2CCCC2)c2cccnc2)cc1 (stereo unspecified)
-23.7% | u | u | NC(N)=N/N=C/c1ccc(OCc2ccc(Cl)cc2Cl)cc1

Five of the entries above in order of the FEN1 inhibitor value, highest first.
FEN1 inhibitor | N370S GC mod | GCN5L2 inh | molecule
2.3% | 5.7% | 0.7% | CN(CC(=O)Nc1ccccc1Br)C(=O)c1n[nH]c2ccccc12
1.8% | -0.5% | -11.1% | Cc1ccc(N=Cc2ccc(N(C)C)cc2)cc1
0.3% | 1.3% | 2.5% | O=C(/C=C/NNC(=O)c1cccc(Br)c1)c1cccc(Br)c1
-3.0% | -18.4% | 1.4% | COc1ccc(NC(=S)N2CCNC(=O)C2CC(=O)Nc2cccc(Cl)c2C)cc1 (stereo unspecified)
-3.6% | x | 0.3% | COc1ccc(-n2c(=O)c3ccc(C(=O)NCc4ccc(C)cc4)cc3n(Cc3cccc(Cl)c3)c2=O)cc1

(listing goes on)
FEN1 inhibitor | N370S GC mod | GCN5L2 inh | molecule
-3.3% | 4.2% | -3.3% | CCOC(=O)C(C)Oc1cc(Cl)c(C=O)cc1OC (stereo unspecified)
-12.1% | -0.4% | -5.2% | Cc1ccccc1C(=O)c1cccn1CC(=O)NCCCN1CCc2ccccc2C1
-3.4% | -1.4% | 2.4% | Cc1ccc(NC(=O)C2CC(=O)N(Cc3ccco3)C2)cc1 (stereo unspecified)
-5.6% | -5.1% | 0.7% | Cn1c(NC(=O)C[n+]2cc(-c3ccc(Cl)c(Cl)c3)n3c2CCC3)cc(=O)n(C)c1=O
-5.6% | -14.1% | -8.8% | CC(C)(C)C(=O)Nc1ccccc1N1CCN(c2ccc(F)cc2)CC1
-16.9% | u | -11.1% | COc1c(C)cccc1C(=O)Nc1cc(Cl)ccc1N1CCOCC1
-4.2% | x | 12.4% | Cc1csc2nc(COC(=O)c3ccccc3NC(=O)c3ccc(F)cc3)cc(=O)n12
1.0% | -3.5% | -1.2% | CC(=O)NC(=S)Nc1cccc2ccc(C)nc12

(further entries)
FEN1 inhibitor | N370S GC mod | GCN5L2 inh | molecule
-6.4% | 7.4% | -23.5% | Cn1nnc(NC(=O)COc2ccc(C3CCCCC3)cc2)n1
8.0% | 1.9% | -2.5% | Cc1csc(NC(=O)Cc2c[nH]c3ccccc23)n1
0.7% | x | -0.5% | O=C(Cc1ccc(F)cc1)NCc1nc2cccnc2n1Cc1ccc(F)cc1
-7.8% | -3.1% | -0.1% | COc1ccc(Oc2coc3c(CN(C)C)c(O)ccc3c2=O)cc1
0.4% | x | 3.7% | Cc1cc(F)ccc1NC(=O)CCS(=O)(=O)c1ccc2c(c1)CC(C)N2C(=O)C1CC1 (stereo unspecified)
6.2% | 8.3% | -1.8% | CCn1nc(C)c(CNC(=O)Nc2ccccc2C(=O)OC)c1C
4.9% | -5.4% | -5.5% | CCCCC1(COC(=O)CCC(=O)O)C(=O)N(c2ccccc2)N(c2ccccc2)C1=O
-4.7% | -5.0% | -0.3% | CCNC(=O)NC(=O)C(C)OC(=O)c1cc(S(=O)(=O)N2CCCCCC2)ccc1OC (stereo unspecified)

Whole records from above. Order of values: FEN1 inhibitor, N370S GC mod, GCN5L2 inh
Cc1csc2nc(COC(=O)c3ccccc3NC(=O)c3ccc(F)cc3)cc(=O)n12 across the screens: -4.2%, x, 12.4%
Cc1cccc([N+](=O)[O-])c1NC(=O)COC(=O)C1CCCO1 (stereo unspecified) across the screens: -0.6%, x, 0.1%
CSc1nc2ccc(S(=O)(=O)Nc3c(C)n(C)n(-c4ccccc4)c3=O)cc2s1 across the screens: 1.7%, 0.5%, -1.8%

Later entries:
FEN1 inhibitor | N370S GC mod | GCN5L2 inh | molecule
36.6% | u | 0.0% | O=C(Cn1c(=O)n(Cc2ccccc2)c(=O)c2ccccc21)NCc1ccco1
-3.7% | x | -16.1% | Cc1cc(=O)oc2cc(OCC(=O)N3c4ccccc4NC(=O)C3(C)C)ccc12
4.4% | 12.1% | -0.1% | COc1ccc(CNC(=O)c2ccc(C(C)(C)C)cc2)cc1
0.2% | 0.6% | 1.0% | Cc1c(NC(=O)C(C)Oc2ccc(Br)cc2Cl)c(=O)n(-c2ccccc2)n1C (stereo unspecified)
x | 6.8% | 10.4% | CC(C)(C)CC(C)(C)c1ccc(OCCO)cc1
